Compound activity as filed in PubChem.
D1 potentiator: potentiators of human D1 dopamine receptor. HEK293 TREx D1 cells, calcium flux, dopamine EC20 potentiation. AID 504651. P21728. potentiation, % at 10 µM. 360,000 compounds, 0.036% hits; in the data active means potentiation above about 30%; further: 0% is about no effect
D2 PAM: D2 dopamine receptor (human) potentiation. HEK293 T-REx D2, calcium flux, EC20 dopamine potentiation. potentiation, % at 10 µM. 340,000 compounds, 0.34% hits;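 active means potentiation over 3 SD above the plate norm, cut at about 30% in these data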; further: 0% is about no effect
Target sequence (P14416 whole entry, looked up): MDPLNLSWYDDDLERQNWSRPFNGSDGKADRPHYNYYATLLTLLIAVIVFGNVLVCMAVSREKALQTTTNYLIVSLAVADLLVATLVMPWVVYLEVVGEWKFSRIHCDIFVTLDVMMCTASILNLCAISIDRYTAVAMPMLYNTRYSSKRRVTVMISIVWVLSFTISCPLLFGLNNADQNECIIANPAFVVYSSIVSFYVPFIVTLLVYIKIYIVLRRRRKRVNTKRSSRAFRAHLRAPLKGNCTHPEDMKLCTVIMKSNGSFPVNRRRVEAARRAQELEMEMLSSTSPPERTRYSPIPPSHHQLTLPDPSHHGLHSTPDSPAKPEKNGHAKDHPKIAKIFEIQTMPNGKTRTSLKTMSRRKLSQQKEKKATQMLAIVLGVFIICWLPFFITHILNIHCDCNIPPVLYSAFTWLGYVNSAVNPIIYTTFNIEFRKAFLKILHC
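Primary screen. Calcium kinetics in induced HEK293 T-REx D2 cells: compound pre-addition 180 s, EC20 dopamine, 180 s more.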
TRHR PAM: allosterically enhances the human TRH receptor. 360,000 compounds, 0.66% hits. enhancement, % at 2 µM. P34981. TRHR cells, fluo-8 calcium fluorescence, EC20 TRH enhancement; in the data active means enhancement above about 30%; further: 0% is about no effect
Target sequence (P34981 whole entry, looked up): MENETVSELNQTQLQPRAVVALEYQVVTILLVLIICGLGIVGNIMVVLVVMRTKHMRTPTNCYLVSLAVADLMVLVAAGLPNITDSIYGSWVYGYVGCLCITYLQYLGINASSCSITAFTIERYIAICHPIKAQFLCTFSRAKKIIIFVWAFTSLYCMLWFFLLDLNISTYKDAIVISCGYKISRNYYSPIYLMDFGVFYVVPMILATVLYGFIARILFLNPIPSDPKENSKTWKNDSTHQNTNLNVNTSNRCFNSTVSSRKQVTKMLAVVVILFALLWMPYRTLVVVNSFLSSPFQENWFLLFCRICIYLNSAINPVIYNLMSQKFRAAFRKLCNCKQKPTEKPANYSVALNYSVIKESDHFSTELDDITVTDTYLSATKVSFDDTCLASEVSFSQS
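Enhancer read-out: after compound pinning and an initial kinetic agonist-mode read, an EC20 of TRH (10 nM final) was injected and fluo-8 calcium signal (Ex 480/Em 530) followed at 1 s/cycle for 100 cycles in TRHR-expressing cells.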
TRHR ag: activates the human TRH receptor; TRHR cells, calcium flux fluo-8, FDSS agonist mode; activation, % at 2 µM; 360,000 compounds, 0.18% hits; further: 0% is about no effect
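Read-out: compound-evoked intracellular calcium rise in TRHR cells, fluo-8 dye, kinetic FDSS fluorescence at 1 s/cycle following a 10-cycle baseline. Cells cultured overnight before dye loading (30 min–1.5 h, RT).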
RXFP1 antag: RXFP1 (human) relaxin receptor antagonism. Q9HBX9. HEK293-RXFP1, relaxin-stimulated cAMP HTRF, 30 min; active compounds read low. activity change, negative = inhibition, % at 57.5 µM. 350,000 compounds, 0.59% hits. AID 1259400;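 active means activity change of -60% or lower, but not beyond a set lower limit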; further: on the % scale 0 is the no-effect control and ±100 the full control effect
D2 agonist: agonists of human D2 dopamine receptor. activation, % at 2 µM. HEK293 T-REx D2 cells, calcium flux agonist mode. P14416. 340,000 compounds, 0.53% hits;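 active means activation over 3 SD above normal in the single-dose calcium agonist read, cut at about 30% in these data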; further: 0% is about no effect
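Tetracycline-induced HEK293 T-REx cells with force-coupled D2 receptor, plated overnight at 30 C, loaded with no-wash calcium dye. After a 10 s baseline, compound was pin-added and calcium flux read kinetically for 180 s; calcium rises flagged agonists.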
D1 ag: agonists of human D1 dopamine receptor; P21728; HEK293 T-REx D1 cells, calcium flux, agonist mode; activation, % at 2 µM; 360,000 compounds, 1% hits; further: 0% is about no effect
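Tetracycline-induced HEK293 TREx D1 cells, force-coupled to calcium signalling, were dye-loaded with a no-wash calcium kit. Compound was pin-added after a 10 s baseline. Fluorescence was read kinetically at 1 cycle/s for 180 s, with calcium rises flagged as agonism.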
D1 antagonist: blocks dopamine activation of the human D1 receptor; HEK293 TREx D1 cells, calcium flux, dopamine EC80; active compounds read low; activity change, negative = inhibition, % at 10 µM; 360,000 compounds, 3.2% hits; in the data active means activity change below about -30%; further: on the % scale 0 is the no-effect control and ±100 the full control effect
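Tetracycline-induced HEK293 Trex D1 cells, force-coupled to calcium, dye-loaded; compounds added and read 180 s, then EC80 dopamine added and calcium flux tracked kinetically another 180 s.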
D2 antagonist: D2 dopamine receptor (human) antagonism | AID 485344 | inhibition, % at 10 µM | HEK293 TREx D2 cells, calcium flux, dopamine EC80 | 340,000 compounds, 2% hits | P14416; in the data active means inhibition above about 30%; further: 0% is about no effect
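Compounds are added to dye-loaded, induced HEK293 T-REx cells coupled to calcium release via D2; after a 3 min kinetic read an EC80 dopamine stimulus is given and fluorescence is recorded for 3 more min.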
* hit, by the source's call; x = not tested or not shown. Unless noted, no stated cut-off is given here; in the data, active means activation above about 30%; inactive means the rest. No enrichment for hits (roughly 7.1% active in at least one column).

SMILES	D1 potentiator	D2 PAM	TRHR PAM	TRHR ag	RXFP1 antag	D2 agonist	D1 ag	D1 antagonist	D2 antagonist
CC(C)(CNC(=O)c1cc(-c2ccc(Cl)s2)nc2ccccc12)N1CCOCC1	-4	-5	7	0.1	20	0.4	2	-4	11
COCc1c(C(=O)N/N=C/c2ccncc2)nnn1-c1nonc1N	-3	-3	-6	-0.1	1	0.5	2	-3	1
O=C(CSc1nc2ccccc2o1)NCC(=O)c1ccccc1	-1	1	1	-0.5	-7	-0.2	0	-2	4
CC(C)(C)c1ccc(SCCc2ccncc2)cc1	1	1	-5	-0.1	-16	0.2	11	5	14
O=C(NC(Cc1ccccc1)C(=O)O)c1ccc(S(=O)(=O)N2CCOCC2)cc1 (configuration not stated)	-1	10	0	-1.2	9	-0.8	2	-14	6
CC1=C(C(=O)Nc2ccccn2)C(c2ccc(Cl)cc2Cl)NC(=S)N1 (configuration not stated)	3	6	-3	-0.5	-15	1.2	1	-5	-16
CN(Cc1ccc(F)cc1)C(=O)c1cccc(S(=O)(=O)N2CCN(Cc3ccccc3)CC2)c1	-3	4	-3	-0.5	1	-0.3	7	-16	12
O=C(CC1CCCC1)N1CCN(S(=O)(=O)c2ccc(F)cc2)CC1	x	10	3	-0.1	-4	-0.3	7	14	-9
O=[N+]([O-])c1cccc(-c2c(-c3ccccc3)ncc3ccc(F)cc23)c1	-6	0	6	-0.5	x	-0.6	3	x	3
CCCCNC(=O)C(c1ccc(OCC(=O)OC)c(C(=O)OC)c1)N(CCc1c[nH]c2ccccc12)C(=O)CCCCCN1C(=O)NC(c2ccc(-c3ccccc3)cc2)C(C(=O)OCc2ccccc2)=C1C (configuration not stated)	-1	-1	-1	0.8	x	0.3	4	10	-4

8 entries out of the list, sorted by heavy-atom count, low to high:
SMILES	D1 potentiator	D2 PAM	TRHR PAM	TRHR ag	RXFP1 antag	D2 agonist	D1 ag	D1 antagonist	D2 antagonist
CC(C)(C)c1ccc(SCCc2ccncc2)cc1	1	1	-5	-0.1	-16	0.2	11	5	14
O=C(CSc1nc2ccccc2o1)NCC(=O)c1ccccc1	-1	1	1	-0.5	-7	-0.2	0	-2	4
O=C(CC1CCCC1)N1CCN(S(=O)(=O)c2ccc(F)cc2)CC1	x	10	3	-0.1	-4	-0.3	7	14	-9
CC1=C(C(=O)Nc2ccccn2)C(c2ccc(Cl)cc2Cl)NC(=S)N1 (configuration not stated)	3	6	-3	-0.5	-15	1.2	1	-5	-16
O=[N+]([O-])c1cccc(-c2c(-c3ccccc3)ncc3ccc(F)cc23)c1	-6	0	6	-0.5	x	-0.6	3	x	3
CC(C)(CNC(=O)c1cc(-c2ccc(Cl)s2)nc2ccccc12)N1CCOCC1	-4	-5	7	0.1	20	0.4	2	-4	11
CN(Cc1ccc(F)cc1)C(=O)c1cccc(S(=O)(=O)N2CCN(Cc3ccccc3)CC2)c1	-3	4	-3	-0.5	1	-0.3	7	-16	12
CCCCNC(=O)C(c1ccc(OCC(=O)OC)c(C(=O)OC)c1)N(CCc1c[nH]c2ccccc12)C(=O)CCCCCN1C(=O)NC(c2ccc(-c3ccccc3)cc2)C(C(=O)OCc2ccccc2)=C1C (configuration not stated)	-1	-1	-1	0.8	x	0.3	4	10	-4

(cont.)
SMILES	D1 potentiator	D2 PAM	TRHR PAM	TRHR ag	RXFP1 antag	D2 agonist	D1 ag	D1 antagonist	D2 antagonist
COc1ccc(OCCN2CCN(S(=O)(=O)c3ccccc3C#N)CC2)cc1	0	9	8	2.6	-12	1.8	9	-2	-4
NS(=O)(=O)c1ccc(CNC(=S)NCc2ccc(Cl)cc2)cc1	-2	-2	4	0.8	3	0.7	6	-8	-9
Cc1ccc(Cl)cc1NC(=O)c1ccc(CSc2nnnn2C)cc1	3	11	16	-0.6	-19	-0.2	-3	4	5
O=C(Cn1cnc2ccccc2c1=O)Nc1nnc(C2CC2)s1	-9	4	-4	1.3	17	-0.1	0	-3	-22
O=C(O)C(=O)Cc1c[nH]c2ccccc12	0	4	1	1.6	x	0.9	1	21	-5
Cc1ccc(-c2nc(CN3CCCCC3c3cccc(F)c3)c(C)o2)o1 (configuration not stated)	-2	x	1	-0.4	-11	x	2	-22	x
CC(C1CCN(Cc2cn(C)nc2-c2cccc(Cl)c2)CC1)N1CCOCC1 (configuration not stated)	-7	-4	-17	0.4	-3	-0.4	3	-1	6
CC(=O)NS(=O)(=O)c1ccc(NC(=O)CSc2ccccc2)cc1	-4	17	3	0.3	0	0.8	2	-9	-11
COc1ccccc1C(=O)COC(=O)Cc1c[nH]c2ccccc12	2	-4	-5	-0.1	1	-0.3	3	9	-16
COc1ccc(C(=O)COC(=O)CCNS(=O)(=O)c2ccccc2)c(OC)c1	2	8	25	-0.5	1	-0.5	3	4	0
COc1ccc(C(C)=O)cc1CS(=O)(=O)CC(=O)O	17	-5	0	0.0	-1	0.0	2	7	17
COc1ccc(CN(CC(=O)NC2CCCCC2)C(=O)CCCC(=O)Nc2ccccn2)cc1	7	-3	2	-0.5	19	0.2	1	-3	-10
Cc1c(Cl)cnc(NC(=O)COC(=O)/C=C/c2ccco2)c1Cl	0	18	0	-1.4	-5	-0.6	0	-3	-5
COc1ccccc1OCCSc1nc2ccccc2n1CC(O)CO (configuration not stated)	-2	7	7	-0.8	-5	-0.6	3	0	-20
CCc1ccc(CN(C)C(=O)C2=CC=CN3CCS(=O)(=O)N=C23)cc1	3	7	4	0.3	5	0.3	4	7	-10
Cc1cccc(C(=O)N[C@H](C(=O)Nc2nc(C)cs2)C(C)C)c1	-1	-4	-3	-0.5	-7	0.4	1	-2	-2
CCCNC(=O)c1cnn(-c2ccc(C)c(C)c2)c1C1CCN(C(=O)OC(C)(C)C)CC1	3	-4	-3	-0.7	-19	-0.8	3	16	x
COc1cc(NC(=O)C(C)Oc2ccccc2)ccc1NC(=O)COc1ccccc1 (configuration not stated)	-8	-10	-2	0.1	-7	-1.0	4	-29	-18
O=C(CN1C(=O)CCS(=O)(=O)c2ccccc21)NCc1ccc2c(c1)OCO2	2	5	10	-0.4	-2	-0.2	4	-4	-27
O=C(NC1CCCC1)c1ccc(Br)o1	0	3	-2	-0.2	-7	0.5	1	-2	8
CCc1noc(C)c1C(=O)OCC(=O)Nc1ccccc1SC	14	15	0	-1.0	-13	-0.4	6	7	-3
Cc1ccc(C(=O)COC(=O)C(C)N2C(=O)C3C4C=CC(C4)C3C2=O)cc1 (configuration not stated)	-4	-5	-5	0.3	1	27	3	-11	6
CCOC(=O)c1[nH]c(C)c(C(=O)Nc2cccc(Cl)c2C)c1C	-6	-6	-8	0.4	-18	0.5	1	-5	3
O=C(Cc1ccc(Cl)cc1)Nc1cccc(C(=O)Nc2ccccc2C(=O)O)c1	-1	10	6	-0.8	-18	0.4	2	-25	-10
CCOc1ccc(CCNC(=O)COC(=O)C2CC2)cc1OCC	-1	2	-2	0.0	0	-0.3	3	54	-8
COCCNC(=O)c1ccccc1NC(=O)c1cc(OC)cc(OC)c1	-5	-6	8	0.0	-7	-0.3	-2	4	-3
Cc1cc(Cl)ccc1NC(=O)CN1C(=O)CSc2ccc(S(=O)(=O)N(C)C)cc21	-2	-2	-6	-0.5	x	-0.3	3	-9	x
COc1ccccc1C(CNC(=O)c1ccc(C)c(S(=O)(=O)N2CCCCC2)c1)N1CCCC1 (configuration not stated)	-10	x	5	-0.4	3	x	2	-45*	x
CN1CCN(c2ccccc2NC(=O)c2ccc(-c3ccc(Cl)cc3Cl)o2)CC1	4	7	2	1.8	-2	-0.5	1	2	-10
CCOc1ccc(NC(=O)Cn2nnc(C(=O)NCCc3ccc(OC)c(OC)c3)c2N)cc1	-2	6	6	-0.4	-3	-0.6	2	-16	5
COc1ccc(S(=O)(=O)N2CCCCCC2)cc1C(=O)NCc1ccc(C)cc1	-3	-13	-5	0.3	13	0.4	5	-5	-3
COc1ccc(NC(=S)NCc2ccccc2)c(OC)c1	-3	2	-10	-0.5	-73*	-0.6	8	-6	-1
O=C(/C=C/c1ccc(Cl)cc1)N1CCN(c2ncccn2)CC1	-1	-8	5	0.1	x	0.7	1	-10	12
CCCCN1CCc2c1nc1ccc(Br)cc1c2N	0	-22	-4	0.2	1	-0.8	4	4	68*
Cc1nonc1CN(C)C(=O)CC1C(=O)NCCN1Cc1ccccc1F (configuration not stated)	-6	1	-4	0.3	-4	0.9	3	4	4
CC(C)(C)n1c(=O)[nH]c2c(c1=O)CCC2	2	10	-7	1.2	-8	-0.4	0	-22	6
Cc1ccsc1S(=O)(=O)N1CCC(CO)(CC2CCCCO2)CC1 (configuration not stated)	-5	-3	-4	0.4	-5	3.9	1	-7	10
Cn1cccc1C(=O)/C(C#N)=C/c1ccc(F)cc1	-1	4	4	4.8	-2	1.7	16	-3	-18
CCOc1ccc(/C=C2\SC(=S)N(CCC(=O)Nc3ccccc3C(=O)O)C2=O)cc1	-3	10	11	-0.3	-4	-0.3	7	10	9
Cc1ccc(S(=O)(=O)c2nc(-c3ccccc3Cl)oc2N(C)C)cc1	-4	7	-8	2.0	-6	-1.4	-1	4	-3
CCOC(=O)C1=C(CS(=O)(=O)c2ccccc2)NC(=O)NC1c1ccccc1 (configuration not stated)	2	2	4	-0.2	-7	-0.1	0	-7	6
COc1cc2c(cc1OC)CN(S(C)(=O)=O)CC2	x	5	5	0.0	x	-0.4	3	6	6
Cc1ccc(NC(=O)c2oc3ccc(S(=O)(=O)N4CCCCCC4)cc3c2C)cc1Cl	-2	-1	5	0.4	-13	0.6	-1	-3	x
COc1ccccc1/C=C1\SC(=S)N(C(C(=O)O)c2ccccc2)C1=O (configuration not stated)	0	4	2	0.3	0	-1.1	0	-7	3
Cc1ccc(C)c(OCC(=O)N(C)CC(=O)Nc2ccc(Cl)c(C(F)(F)F)c2)c1	-1	-10	-1	0.3	-4	0.7	1	-3	-7
Cc1nnc(SCC(=O)N(C)c2ccccc2)n1-n1cccc1	3	-3	1	0.1	1	0.3	1	-3	3
CN1CCN(CC(=O)NN2CC(=O)N(c3ccc(F)cc3)CC2=O)CC1	2	3	-2	0.6	-2	0.5	2	-3	14
CC(NS(=O)(=O)c1cccc(C(=O)NCc2ccncc2)c1)c1ccccc1 (configuration not stated)	4	3	5	0.3	-1	0.3	1	6	-3
CCSc1ncc(Cl)c(C(=O)Nc2c(C(=O)c3ccccc3)oc3ccccc23)n1	0	3	21	0.6	x	0.9	1	-6	x
CCN1CCN(C(=O)CCc2nc3ccccc3c(=O)[nH]2)CC1	-1	x	-3	0.1	-3	x	2	4	x
Continuation:
SMILES	D1 potentiator	D2 PAM	TRHR PAM	TRHR ag	RXFP1 antag	D2 agonist	D1 ag	D1 antagonist	D2 antagonist
COc1ccc(C(=O)Nc2scc(-c3ccc(Cl)cc3Cl)c2C(N)=O)cc1	-3	-7	-10	1.4	-14	x	2	-11	x
O=C(Nc1cc(C(F)(F)F)ccc1Cl)C(Sc1cccc[n+]1[O-])c1ccccc1 (configuration not stated)	9	9	-1	0.6	16	-0.8	1	25	6
Cc1ccc(CSc2nc(N)cc(=O)[nH]2)cc1	-2	-9	3	0.5	10	1.5	4	3	30*
O=c1c(Cc2ccc(Cl)cc2)c(O)ccn1Cc1ccccc1	-5	3	-2	0.1	-12	0.3	3	-2	-4
